Assay outcomes as filed in PubChem.
NALP3 yeast inh = NALP3 inflammasome inhibitors in reconstituted yeast, primary screen, luminescence, uHTS | Yeast reconstituted NLRP3/ASC/caspase-1, beta-gal luminescence, 24 h | inhibition, % at 10 µM | actives 0.39% (n = 330,000) | AID 2825, 2010;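 active = inhibition of 50% or more; inactive = inhibition below 50%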;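 note: plate controls were induced DMSO wells for no effect and uninduced yeast grown without galactose for full effect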
mIAP activ = activators of mouse IAP, primary screen, biochemical, luminescence, uHTS; intestinal alkaline phosphatase [Mus musculus]; muIAP, CDP-Star luminescence, 30 min; active compounds read high; 1 = vehicle-only enzyme signal, 0 = enzyme-free wells; activation factor at 10 µM; actives 0.24% (n = 330,000); AID 2805, 2010;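 active = activation factor of at least 2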; note: the source names both 10 and 20 µM as test concentration; values of inactives mirror those of a sister screen read the other way
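System: mouse IAP enzyme. Reagent: CDP-Star chemiluminescent phosphatase substrate. Benchmarks: DMSO wells, no-enzyme wells. Times: 30 min enzyme-substrate-compound incubation at room temperature. Detection: luminescence from enzymatic CDP-Star hydrolysis. Doses: test compounds delivered from DMSO solution.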
mIAP inh = inhibitors of mouse IAP, primary screen, biochemical, luminescence, uHTS; purified mouse IAP, CDP-Star luminescence, 30 min; inhibition, % at 10 µM; actives 0.2% (n = 330,000); AID 2806, 2010;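 active = inhibition of at least 40% at 10 µM in the primary screen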;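 note: plate controls were DMSO with enzyme for no effect and no enzyme wells for full effect; values of inactives mirror those of a sister screen read the other way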
A3G deaminase = APOBEC3G DNA deaminase inhibitors, primary screen, biochemical, fluorescence, single-stranded DNA substrate, uHTS | inhibition, % at 20 µM | DNA dC->dU-editing enzyme APOBEC-3G (Homo sapiens), Q9HC16 | recombinant A3G, ssDNA deamination FAM/TAMRA fluorescence | actives 0.28% (n = 330,000) | AID 493012, 2011;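 active = inhibition of at least 40% at 20 µM, with no more than 30% in the related APOBEC3A deaminase screen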;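 note: plate controls were DMSO wells with A3G for no effect and wells lacking A3G enzyme for full effect; some compounds called inactive have numbers as strong as hits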
Target sequence (Q9HC16 whole entry, looked up): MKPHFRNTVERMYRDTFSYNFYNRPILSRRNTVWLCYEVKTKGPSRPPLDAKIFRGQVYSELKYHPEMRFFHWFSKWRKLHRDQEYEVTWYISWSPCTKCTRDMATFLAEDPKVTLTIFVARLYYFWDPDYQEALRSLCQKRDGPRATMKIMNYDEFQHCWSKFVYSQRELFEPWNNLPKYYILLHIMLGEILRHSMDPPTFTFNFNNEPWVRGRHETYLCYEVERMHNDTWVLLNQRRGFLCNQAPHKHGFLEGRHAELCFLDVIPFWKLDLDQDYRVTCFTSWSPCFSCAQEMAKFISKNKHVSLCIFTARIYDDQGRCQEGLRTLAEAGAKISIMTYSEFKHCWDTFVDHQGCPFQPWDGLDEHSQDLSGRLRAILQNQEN
TIM10 inh = growth inhibitors of isogenic TIM10 control yeast, primary screen, counter-screen for tim10-1 yeast inhibitor project, luminescence, uHTS. actives 1.4% (n = 330,000). S. cerevisiae TIM10 strain growth, BacTiter-Glo luminescence, 24 h. inhibition, % at 10 µM. AID 463195, 2010;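 active = inhibition of 40% or more at the single tested concentration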;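 note: wild-type TIM10 isogenic control strain grown at permissive 25 °C; 0% = DMSO yeast wells and 100% = minimal medium wells without yeast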
tim10-1 inh = growth inhibitors of tim10-1 mutant yeast, primary screen, luminescence, uHTS | actives 2.2% (n = 330,000) | inhibition, % at 20 µM | S. cerevisiae tim10-1 ts strain growth, BacTiter-Glo, 24 h;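 active = inhibition of at least 40%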;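 note: mutant grown at 25 °C; 0% = DMSO wells with yeast and 100% = wells holding no yeast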
APOBEC3A inh = APOBEC3A ssDNA deaminase inhibitors, primary screen, selectivity assay for APOBEC3G inhibitor project, biochemical, FAM/TAMRA oligo cleavage fluorescence. DNA dC->dU-editing enzyme APOBEC-3A (Homo sapiens), P31941. actives 0.41% (n = 330,000). recombinant A3A, FAM/TAMRA ssDNA deamination fluorescence. inhibition, % at 20 µM;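 active = at least 40% inhibition at 20 µM here, with at most 30% in a related deaminase screen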;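 note: plate controls were A3A with DMSO for no effect and wells lacking A3A enzyme for full effect; some results filed as inactive read as strong as hits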
Target sequence (P31941 whole entry, looked up): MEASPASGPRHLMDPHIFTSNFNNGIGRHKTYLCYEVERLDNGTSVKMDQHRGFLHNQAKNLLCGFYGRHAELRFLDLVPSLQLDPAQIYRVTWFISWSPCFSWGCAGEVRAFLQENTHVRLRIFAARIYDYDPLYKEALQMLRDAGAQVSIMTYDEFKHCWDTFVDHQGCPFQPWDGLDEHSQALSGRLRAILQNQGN
beta cell repl = inducers of MIN6 beta-cell proliferation, primary screen, ATP luminescence, uHTS. MIN6 cells proliferation, ATPlite luminescence, 48 h; cells starved in 0.2% serum; 100% = growth in 10% serum. proliferation, % at 10 µM. actives 0.29% (n = 330,000);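 active = compounds whose signal lies at least 3.5 SD above the mean of all wells on their plate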;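 note: 0% = DMSO-treated cells in low-serum medium and 100% = 10% serum control; some compounds called inactive have numbers as strong as hits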
hIAP inh = human IAP inhibitors, primary screen, biochemical, luminescence, uHTS | Intestinal-type alkaline phosphatase (Homo sapiens), P09923 | purified IAP, CDP-Star luminescence, 30 min | inhibition, % at 10 µM | actives 0.12% (n = 330,000);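 active = inhibition reaching a set limit with compound at 10 µM in the primary screen, cut at about 35% in these data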;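 note: plate controls were DMSO wells with enzyme for no effect and no-enzyme buffer wells for full effect; values of inactives mirror those of a sister screen read the other way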
Target sequence (P09923 whole entry, looked up): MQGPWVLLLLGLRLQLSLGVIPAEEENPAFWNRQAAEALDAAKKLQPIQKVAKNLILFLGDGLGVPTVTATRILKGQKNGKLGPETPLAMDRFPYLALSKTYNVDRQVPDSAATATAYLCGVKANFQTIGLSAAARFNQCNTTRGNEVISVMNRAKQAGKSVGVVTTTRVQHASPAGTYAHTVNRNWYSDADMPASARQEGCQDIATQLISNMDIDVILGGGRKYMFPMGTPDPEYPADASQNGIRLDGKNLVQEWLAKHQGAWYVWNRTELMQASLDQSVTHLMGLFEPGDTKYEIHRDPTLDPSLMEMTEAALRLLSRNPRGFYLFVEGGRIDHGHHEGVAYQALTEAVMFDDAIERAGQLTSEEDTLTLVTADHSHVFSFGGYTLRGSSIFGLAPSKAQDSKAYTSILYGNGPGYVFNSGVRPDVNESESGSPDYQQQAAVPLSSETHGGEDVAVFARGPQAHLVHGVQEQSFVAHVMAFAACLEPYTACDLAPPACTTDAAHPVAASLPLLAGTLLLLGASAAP
Numbers without * were called inactive.

SMILES	NALP3 yeast inh	mIAP activ	mIAP inh	A3G deaminase	TIM10 inh	tim10-1 inh	APOBEC3A inh	beta cell repl	hIAP inh
CCOC(=O)Cc1nnc(NC(=O)C(CC)Sc2nc(C)cc(C)n2)s1 (stereo not given)	17	1.1	-14	-7	-4	19	1	-2	-16
CCOc1ccccc1C(=O)Nc1cc(OC)ccc1OC	29	0.98	2	-5	39	43*	1	0	13
Cc1cccc(NC(=O)CN(C)S(=O)(=O)c2cnc[nH]2)c1	3	1	-1	-1	-2	0	1	-1	0
Cc1ccc(NC(=O)C(OC(=O)c2ccccc2Cl)c2ccccc2)cc1Cl (stereo not given)	3	1	-4	-4	13	7	-2	-5	1
O=[N+]([O-])c1ccccc1/C=N/NC1=NS(=O)(=O)c2ccccc21	-3	0.94	6	-8	3	10	-4	-3	0
COC(=O)c1ccccc1NC(=S)N(Cc1ccc2c(c1)OCO2)Cc1cc2cc(OC)ccc2[nH]c1=O	-3	0.88	12	-2	9	13	-3	-5	2
CCOP(=O)(NC(c1ccccc1)c1nc2ccccc2[nH]c1=O)OCC (stereo not given)	-3	0.98	2	-9	11	8	-4	-2	1
CC(O)CN(C)CC/C=C1/c2ccccc2CSc2ccccc21 (stereo not given)	21	0.92	8	-6	14	35	-2	-2	16
Nc1nnc(Cc2ccc(F)cc2)s1	3	1.1	-13	3	-2	-13	0	4	-6
Cc1nn(C)c(Cl)c1CN1CCN(CC(C)C)C(CCO)C1 (stereo not given)	1	0.94	6	-2	-21	-12	5	-2	1
Cc1nn(Cc2ccc(C(=O)NN)o2)c(C)c1Cl	6	1	-2	-12	12	6	0	3	8
Cc1sc(NC(=S)NC(=O)C2CCCCC2)c(C(N)=O)c1C	-2	0.73	27	-4	-1	4	-3	0	12
CCn1nc(C)cc1C(=O)N1CCCC(C(=O)c2ccc3ccccc3c2)C1 (stereo not given)	5	0.98	2	-7	8	-1	-1	0	-2
NS(=O)(=O)c1ccc(NC(=O)c2cc(Cl)ccc2Cl)cc1	13	0.97	3	-6	-13	-11	-1	-1	-4
CCOc1ccc(NS(=O)(=O)c2ccc(C(=O)N3CCN(c4ncccn4)CC3)cc2)cc1	0	0.97	3	-15	10	5	-3	-4	6

Reformatted: entries from further up.
structure,NALP3 yeast inh,mIAP activ,mIAP inh,A3G deaminase,TIM10 inh,tim10-1 inh,APOBEC3A inh,beta cell repl,hIAP inh
Cc1ccc(NC(=O)C(OC(=O)c2ccccc2Cl)c2ccccc2)cc1Cl (stereo not given),3,1,-4,-4,13,7,-2,-5,1
O=[N+]([O-])c1ccccc1/C=N/NC1=NS(=O)(=O)c2ccccc21,-3,0.94,6,-8,3,10,-4,-3,0
COC(=O)c1ccccc1NC(=S)N(Cc1ccc2c(c1)OCO2)Cc1cc2cc(OC)ccc2[nH]c1=O,-3,0.88,12,-2,9,13,-3,-5,2

New compounds follow
SMILES	NALP3 yeast inh	mIAP activ	mIAP inh	A3G deaminase	TIM10 inh	tim10-1 inh	APOBEC3A inh	beta cell repl	hIAP inh
COc1ccc(N(CCC#N)C(=O)/C(C#N)=C\c2cccs2)cc1	14	1.1	-6	-6	1	-8	0	2	-15
COc1ccc(N2C(=O)[C@H]3[C@@H](C2=O)C2c4ccccc4C=NN2[C@H]3C(=O)C(C)(C)C)cc1 (stereo not given in full)	18	1.1	-13	0	18	23	-2	-3	2
CCOC(=O)c1c(NC(=O)Cc2cccs2)sc(C(=O)NC2CCCC2)c1C	-1	1	-2	-5	-4	11	-3	-3	-9
CC(=O)Nc1nnc(CCS(=O)(=O)c2ccc(C)c(C)c2)s1	14	1	0	0	6	-5	2	-3	-29
COc1ccc(NC(=O)Nc2ccc3c(c2)C(=O)N([C@H](C)CO)C[C@H](C)[C@@H](CN(C)C(=O)Nc2ccc4c(c2)OCO4)O3)cc1	6	2.7*	-174	-9	-4	-5	-2	-3	13
O=C(NCc1ccc(Cl)cc1)C1CCN(c2nnc(N3CCCC3=O)s2)CC1	15	1	-2	-1	-4	3	-4	-1	9
COc1cccc(S(=O)(=O)NCc2ccc(C(=O)Nc3ccc(C)cc3)cc2)c1	5	1	-2	-9	-21	-22	-7	-1	11
C=CCOc1c(Br)cc(/C=N/n2c(CC)n[nH]c2=S)cc1Br	27	0.86	14	12	33	37	-5	0	4
COC(=O)C1CCN(CC(=O)Nc2ccccc2Sc2ccccc2)CC1	23	0.93	7	-5	16	20	-3	-3	2
COc1cc(C(=O)NCC2CCCO2)ccc1OCc1ccccc1Cl (stereo not given)	21	0.96	4	-7	-5	-9	-3	1	2
O=C(CN1C(=O)COc2ccc(S(=O)(=O)N3CCCCCC3)cc21)NCc1ccc(F)cc1	4	1	-2	3	4	7	0	-3	10
COc1ccccc1-n1nc(C)cc1N	-8	0.93	7	-5	-14	0	-2	5	0
COc1ccc(CNC(=O)c2ccccc2[N+](=O)[O-])cc1	-3	0.86	14	-8	-8	5	0	4	11
CC(=O)c1ccc(NC(=S)NC(=O)/C=C/c2ccco2)cc1	21	0.68	32	-3	10	6	-1	-3	15
Cn1c(NC(=O)c2ccc(F)cc2)c(-c2ccccn2)c(=O)c2ccccc21	17	1.1	-5	-2	3	26	0	-3	-4
Cc1c(C#N)c2ncn(Cc3ccccn3)c(=O)c2n1-c1ccccc1	9	0.98	2	-3	-1	-4	1	-2	-7
COC(=O)c1nc(-c2ccccc2)n[nH]1	-2	1.1	-10	-8	-9	11	0	0	6
CCOc1ccc2nc(CN3CCN(Cc4ccccc4OCC)C(CCO)C3)ccc2c1 (stereo not given)	8	0.98	2	-10	-1	8	-5	-2	-1
CCCCn1c(NC(=O)C2CCCCC2)nc2ccccc21	14	1	-4	0	17	26	-3	-3	-15
C=CCn1c(SCC(=O)c2ccc(OC)cc2)nnc1C(C)NC(=O)c1cccs1 (stereo not given)	0	0.88	12	-10	2	14	3	-4	11
O=C(COC(=O)CCNS(=O)(=O)c1ccccc1)NNC(=O)c1ccccc1	9	0.95	5	-11	-10	-9	4	-1	-7
O=c1[nH]c(=S)[nH]c2[nH]c(=S)[nH]c12	7	0.27	73*	93	19	-14	99	0	-65
CC(=O)Nc1ccc(CN2CCN(Cc3ccc(C)cc3)C(CCO)C2)cc1 (stereo not given)	0	1.1	-7	-3	-16	-1	-3	-2	-17
NC1=NC2(CCCCC2)N=C(Nc2ccc(Br)cc2)N1	12	4.3*	-327	-4	2	7	-1	0	5
CCOc1ccccc1NC(=S)Nc1ccc2cn[nH]c2c1	2	0.99	1	-9	-6	5	11	-1	-18
CCc1cccc(CC)c1NC(=O)C(NS(=O)(=O)c1cccs1)c1ccccc1 (stereo not given)	21	1.1	-14	-6	0	20	-3	3	-18
CCn1c2ccccc2c2cc(NC(=S)N3CCOCC3)ccc21	20	1	0	-5	-17	0	-7	-1	-10
CCN1CCN(CCCN(Cc2ccco2)C(=S)Nc2ccc(Cl)c(C)c2)CC1	-3	1.1	-11	-7	-17	22	-6	-5	-7
COc1cc(OC)c(NC2=NCCCCC2)cc1Cl	0	0.99	1	-3	-3	11	-2	0	4
CN(C)C1=NCCN1CC1CCCC1	7	1	-2	-4	-1	-7	1	-3	9
COc1ccc(CCNC(=O)CC(=O)NCCc2ccc(OC)cc2)cc1	8	1	-3	-11	2	-33	-4	-5	-23
CCOC(=O)C1(Cc2ccccc2C)CCCN(C(=O)CCc2cccnc2)C1 (stereo not given)	16	0.97	3	-11	14	-1	-5	-1	2
COc1ccc(NC(=O)c2ccccn2)cc1	29	0.95	5	-9	-6	16	-6	-3	-28
CCOc1ccccc1OCCN1CCC(Cc2ccccc2)CC1	5	1.1	-7	-4	11	10	7	-4	-2
CCNC(=S)/C(=C(/[O-])c1ccc([N+](=O)[O-])cc1)[n+]1ccccc1	4	0.91	9	-5	3	12	0	-2	8
Cc1ccccc1S(=O)(=O)Cc1ccc(C(=O)NC2CC2)o1	-7	1	-2	-2	2	-3	-2	2	3
COc1ccc(-c2cc(C(=O)OCC(=O)N3CCCCC3)c3ccccc3n2)cc1OC	24	0.97	3	-1	11	-1	1	-1	2
CCOC(=O)C1=C(CSc2nc3ccccc3s2)NC(=O)NC1c1cc(C)ccc1C (stereo not given)	16	0.85	15	-2	6	12	0	-3	18
Cc1nn(-c2ccccc2)c2sc(C(=O)NC3CCCCC3)cc12	32	1.4	-38	-5	7	4	0	-3	24
Cc1ccc(C)c(C(=O)CSc2n[nH]c(-c3ccncc3)n2)c1	15	1	-2	-10	23	2	-4	-2	-27
COc1ccc(OC)c(S(=O)(=O)N2CCCC(C)C2)c1 (stereo not given)	-31	1	-2	-5	15	24	-1	0	2
CC(C)(C)c1ccc(S(=O)(=O)Nc2cccc(C3OCCCO3)c2)cc1	14	1	-4	-8	9	7	-1	-1	-20
CCOC(=O)C1CNc2cc(S(=O)(=O)CC)ccc2O1 (stereo not given)	7	1.1	-9	-6	-6	7	2	-1	-6
Cc1ccc(NC(=O)C2CCC(N3C(=O)C4CCCCC4C3=O)CC2)cc1 (stereo not given)	30	1.1	-6	-10	6	11	-3	2	0
Cc1ccc(S(=O)(=O)NCCC(=O)NCCN2CCCCCC2)cc1	4	0.93	7	-6	7	2	-4	1	-1
COc1cc(NC(=O)c2cc(-c3ccccc3)nc3c2cnn3C(C)C)cc(OC)c1OC	4	0.96	4	-5	16	14	-4	-6	-2
Cc1ccc(NS(=O)(=O)c2ccc(C(=O)N3CCCC(C(F)(F)F)C3)cc2)cc1 (stereo not given)	10	1	-4	-3	-7	5	1	-3	-15
COc1ccc(CCN2C(=O)NC(NC(=O)CC(C)C)(C(F)(F)F)C2=O)cc1OC (stereo not given)	11	0.99	0	-4	8	-5	3	0	1
O=C(Nc1nccs1)c1nc[nH]c1C(=O)N1CCc2ccccc2C1	-12	0.94	6	-11	8	13	-3	-4	-109
CC1CCN(C(=S)c2ccccc2O)CC1	-3	0.96	4	49*	9	29	3	0	-16
CCOc1ccc(N(Cc2ccc(OC)c(OC)c2)C(=O)c2ccco2)cc1	3	1	-4	-6	14	12	20	-1	-8
CCN(CC)S(=O)(=O)c1ccc(NN=C2CCN(C)CC2)c([N+](=O)[O-])c1	9	1	-1	1	16	22	6	-2	23
O=C(O)C(Cc1ccc(F)cc1)c1ccccc1 (stereo not given)	14	1.1	-10	1	6	-2	-3	-1	2
COc1cc(CN(CC2CCCO2)C(=O)c2ccco2)cc(OC)c1OC (stereo not given)	4	0.98	2	-4	8	4	-8	-4	-17
O=C(COC(=O)Cc1ccc(Cl)cc1)NCc1ccco1	11	0.98	2	34	-5	-12	34	2	-18
Cc1cc2cc(CNC(=O)c3ccc(S(=O)(=O)N4CCCCC4)cc3)ccc2[nH]1	16	1.1	-9	-3	2	2	-1	-3	3
CCN(C(=O)CSc1nnc(C(C)N(C)C)n1-c1ccc(F)cc1)C1CCS(=O)(=O)C1 (stereo not given)	18	1.1	-7	-9	-8	-5	-3	0	-1
